# TSHR antagonist – Antagonists of the Thyroid Stimulating Hormone Receptor: HTS campaign | TSHR-expressing cells, TSH-stimulated cAMP HTRF, 2 h; active compounds read low | activity change, negative = inhibition, % at 11.5 µM | 330,000 tested, 0.2% active | AID 504810, 2011;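 active = activity change below a set negative limit, meaning inhibition stronger than a set level, cut at about -70% in these data; inconclusive = activity change between two set negative limits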; also: % is scaled to controls: 0 for no effect and ±100 for the full control effect
#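 Read-out is FRET at 665 nm (cryptate excitation 337 nm) from a cryptate-tagged anti-cAMP antibody, competed by cell cAMP against cAMP-d2. Compounds are tested on freshly harvested TSHR cells challenged with 4nM TSH (EC80) for 2 hours at 37 deg C.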
# A-T KAP1 phos – qHTS Assay for Identifying a Potential Treatment of Ataxia-Telangiectasia; AID 485349, 2010; Potency, µM (titrated, usually from 57.5 µM), without a hit: top-dose activation, usual class: activators; […] A-T fibroblasts, KAP-1 phosphorylation AlphaLISA; neocarzinostatin DNA damage 30 min before lysis; 320,000 tested, 0.19% active; also: potency is read from the fitted curve at half-maximal effect; % of control where 0% means no effect; nearly all actives have a fitted effect of over 45% in size
#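 hTERT-immortalized A-T patient fibroblasts ([…]), 500 cells/well in OPTI-MEM, 1% FBS, got compounds for 60 min, then NCS for 30 min at 37C. Lysates were then assayed for phospho-KAP-1 by AlphaLISA (anti-pKAP1 donor, anti-KAP1 acceptor beads), 6 hr at 25C.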
# TCR activator – Activators of T cell receptors: qHTS campaign | primary human leukocytes, anti-CD3, IL-2 HTRF, 48 h | Potency, µM (top dose mostly 9.22 µM), for the others: top-dose activation of IL-2 secretion, most hits filed as activators | 330,000 tested, under 10 active; also: % of control where 0% means no effect
#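 Readout: HTRF IL-2, Eu-cryptate/d2 antibody pair, 320nm excitation, 665nm emission. Stimulus: a-CD3 beads, no co-stimulation. Cells: primary human leukocytes. Exposure: 48 hr with compound.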
# Mito fusion act – qHTS Assay for Small Molecule Inhibitors of Mitochondrial Division or Activators of Mitochondrial Fusion; S. cerevisiae fusion-defective mutant growth rescue, CellTiterGlo 48 h; Potency, µM (series often up to 46.1 µM), for inactives: at the highest dose growth rescue (activation), hits mostly activators; 320,000 tested, 0.23% active;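 also: potency is read from the fitted curve at half-maximal effect; % of control where 0% means no effect; nearly all actives have a fitted effect of over 45% in size; temperature-sensitive fusion mutants such as fzo1-1 at 37 °C on non-fermentable ethanol glycerol medium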
#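 Growth-rescue viability read-out: after 48 h at the non-permissive 37C in glycerol/ethanol YPEG, yeast mitochondrial fusion mutants are measured by CellTiterGlo luminescence; compounds (23 nl pinned per well) restoring growth score as division inhibitors or fusion activators.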
# MBNL1 CUG block – qHTS Assay for Inhibitors of MBNL1-poly(CUG) RNA binding; Muscleblind-like protein 1 (Homo sapiens), Q9NR56; TR-FRET MBNL1-His/biotin-(CUG)12 binding, 665/545 ratio; Potency, µM (top dose mostly 57.5 µM), without a hit: at the highest dose activity change, negative = inhibition, usual class: inhibitors; 280,000 tested, 0.036% active; active = well fitted inhibition curve with a large enough effect in the signal ratio, with a control signal flat, not every such curve was filed as active; inconclusive = small, poorly fitted or top-dose-only effect, or effect the other way, or a change in a side signal; inactive = no such curve, though single readings can be large or run the other way; the % refers to the signal ratio; also: potency is read from the fitted curve at half-maximal effect; % is scaled to controls: 0 for no effect and ±100 for the full control effect
#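 His-tagged MBNL1 binding to biotinylated (CUG)12 RNA was measured by TR-FRET using terbium anti-His antibody (0.055 ng/ul final) and streptavidin-XL665 (5 nM final). Compounds were titrated 92 nM to 58 uM; 60 min at room temperature.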
# S-ASM inh – Inhibitors of Secretory Acid Sphingomyelinase (S-ASM): qHTS; Potency, µM (series often up to 57.5 µM), for inactives: top-dose activity change, negative = inhibition, most hits filed as inhibitors; Sphingomyelin phosphodiesterase (Homo sapiens), P17405; 340,000 tested, 0.006% active; placental ASM, HMU-PC fluorogenic substrate, 60 min; also: potency is read from the fitted curve at half-maximal effect
# Target sequence (P17405 47-631 limits assumed): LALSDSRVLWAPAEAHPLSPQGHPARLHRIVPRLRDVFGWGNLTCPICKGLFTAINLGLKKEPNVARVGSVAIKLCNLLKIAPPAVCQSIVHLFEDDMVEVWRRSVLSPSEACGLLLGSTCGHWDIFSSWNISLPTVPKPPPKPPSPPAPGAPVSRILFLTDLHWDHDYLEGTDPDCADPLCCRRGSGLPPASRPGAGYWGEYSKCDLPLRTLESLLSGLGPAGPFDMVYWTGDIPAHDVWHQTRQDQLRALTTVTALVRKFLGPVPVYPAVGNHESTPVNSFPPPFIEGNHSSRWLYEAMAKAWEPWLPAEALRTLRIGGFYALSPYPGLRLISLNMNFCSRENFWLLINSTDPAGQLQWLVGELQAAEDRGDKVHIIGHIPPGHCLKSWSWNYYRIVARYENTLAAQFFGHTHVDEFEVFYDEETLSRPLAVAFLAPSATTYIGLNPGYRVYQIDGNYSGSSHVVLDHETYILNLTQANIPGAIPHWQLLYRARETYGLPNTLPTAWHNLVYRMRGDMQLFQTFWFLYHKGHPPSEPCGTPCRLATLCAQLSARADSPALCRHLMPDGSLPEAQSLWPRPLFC
#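 Fluorescence read-out (Ex 386 nm, Em 447 nm) after stopping the reaction at pH 10. Enzyme: ASM from human placenta; substrate HMU-PC0, 9 uM final; 60 min, 37 °C. Compound preincubation 10 min, ambient temperature.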
# Integrin act MD – qHTS for Activators of Integrin-Mediated Alleviation for Muscular Dystrophy | alpha7betagal myoblasts, beta-gal FDG fluorescence, 48 h | Potency, µM (top dose mostly 38.3 µM), without a hit: at the top dose activation, hits mostly activators | 350,000 tested, 0.064% active;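 also: potency is read from the fitted curve at half-maximal effect; 100% = response of the positive control SU9516; nearly all actives have a fitted effect of over 60% in size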
#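 Alpha7betagal+/- myoblasts (passage 13) were plated 16-24 hr, then exposed to compounds (1:260 dilution of DMSO stock) for 48 hours at 37C. After MPER lysis, β-galactosidase reporter activity was read as FDG fluorescence (ex 480/em 540) after 30 minutes.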
# PTAP TSG101 blk – qHTS Assay for Iinhibitors of HIV-1 Budding by Blocking the Interaction of PTAP/TSG101; Fluorescence polarization, FITC-PTAP peptide / Tsg101 binding; Potency, µM (top dose mostly 115 µM), inactives show at the highest dose activity change, negative = inhibition, actives largely listed as inhibitors; Tumor susceptibility gene 101 protein (Homo sapiens), Q99816; 340,000 tested, under 10 active; AID 493005, 2010; active = well fitted inhibition curve with a large enough effect in the main read-out, with a control signal flat, not every such curve was filed as active; inconclusive = small, poorly fitted or top-dose-only effect, or effect the other way, or a change in a side signal; inactive = no such curve, though single readings can be large or run the other way; also: potency is read from the fitted curve at half-maximal effect; % of control where 0% means no effect
# Target sequence (Q99816 whole entry, looked up): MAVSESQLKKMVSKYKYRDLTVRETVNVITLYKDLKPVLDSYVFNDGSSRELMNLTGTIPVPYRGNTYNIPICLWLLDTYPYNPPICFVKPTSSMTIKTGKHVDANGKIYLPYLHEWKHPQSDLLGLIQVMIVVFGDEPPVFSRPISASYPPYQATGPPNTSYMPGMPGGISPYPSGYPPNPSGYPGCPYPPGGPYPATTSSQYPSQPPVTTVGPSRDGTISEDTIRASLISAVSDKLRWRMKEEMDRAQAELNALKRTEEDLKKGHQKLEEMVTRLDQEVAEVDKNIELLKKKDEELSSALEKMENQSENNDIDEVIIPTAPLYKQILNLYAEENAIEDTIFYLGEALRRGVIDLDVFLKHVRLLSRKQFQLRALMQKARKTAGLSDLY
#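 Steps: Tsg101 binding domain dispensed (10 uM final), compounds pinned in DMSO, FITC-labeled PTAP-motif peptide added (50 nM final); after 20 min binding at room temperature, polarization measured.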
# CXXC DNA block – qHTS Fluorescence Polarization Assay for Inhibitors of MLL CXXC domain - DNA interaction; Histone-lysine N-methyltransferase 2A (Homo sapiens), Q03164; MLL-CXXC / FITC-HOXA9 DNA fluorescence polarization; Potency, µM (highest dose often 115 µM), for the others: at the highest dose activity change, negative = inhibition, actives largely listed as inhibitors; 290,000 tested, 0.037% active; AID 2662, 2010; active = well fitted inhibition curve with a large enough effect in the polarisation, with a control signal flat, not every such curve was filed as active; inconclusive = small, poorly fitted or top-dose-only effect, or effect the other way, or a change in a side signal; inactive = no such curve, though single readings can be large or run the other way; the % refers to the polarisation; also: potency is read from the fitted curve at half-maximal effect
#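 Fluorescence polarization: 7 uM MLL-CXXC (stock) preincubated 5 min with compounds, then 50 nM fluorescein-HOX-A9 DNA (stock) added; 30 min ambient. Buffer 50 mM Tris-HCl pH 7.5, 50 mM NaCl, 1 mM DTT, 0.05% BSA.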
# Menin-MLL TR inh – qHTS Assay for Inhibitors Targeting the Menin-MLL Interaction in MLL Related Leukemias: Competition With Texas Red Labeled MLL-derived Mutant Peptide; O00255; Menin + Texas Red MLL mutant peptide, fluorescence polarization; Potency, µM (highest dose often 61.6 µM), for inactives: at the highest dose FP activity change, negative = inhibition, usual class: inhibitors; 270,000 tested, 0.23% active; AID 1768, 2009; active = well fitted inhibition curve with a large enough effect in the polarisation, with a control signal flat, not every such curve was filed as active; inconclusive = small, poorly fitted or top-dose-only effect, or effect the other way, or a change in a side signal; inactive = no such curve, though single readings can be large or run the other way; the % refers to the polarisation; also: potency is read from the fitted curve at half-maximal effect; % of control where 0% means no effect; many of its hits are not listed in these tables
# Active calls of the source: *; ? = inconclusive; nt = not tested or not shown; [ ] = dose if it differs, or a comment. Unless noted, calls follow the shape of the dose curve; as a rule, active = well fitted curve in the direction sought with a large enough effect; inconclusive = small, poorly fitted or top-dose-only effect, or another doubt; inactive = no such curve, though single readings can be large; an effect the other way counts as inactive or inconclusive. Only part of the results is shown (hit frequency here may not be typical).
SMILES,TSHR antagonist,A-T KAP1 phos,TCR activator,Mito fusion act,MBNL1 CUG block,S-ASM inh,Integrin act MD,PTAP TSG101 blk,CXXC DNA block,Menin-MLL TR inh
CCN1CCN(CCCNC(=O)c2ccc(/C=C3/Sc4ccccc4N(Cc4ccccc4F)C3=O)cc2)CC1,27,-5%,-6%,-1%,20%,4%,-59%[inhibitor],-4%,?,?
Cc1nnc(SCCn2c(N3CCN(Cc4ccccc4)CC3)nc3c2c(=O)[nH]c(=O)n3C)s1,20,0%,4%,3%,-2%,3%,44%[7.66 µM],-1%,-7%,-11%
COc1cc(S(=O)(=O)N2CCCCC2)ccc1NC(=O)/C=C/c1ccccc1,-3,5%,1%,5%,4%,-4%,-8%,-9%,7%,1%
Cc1nn(CC(=O)N2CCN(c3ccc(Cl)cc3)CC2)c(=O)c2cccn12,12,3%,-5%,-2%,-5%,0%,0%,-3%,nt,0%
Cc1ccccc1C(=O)NC1CCN(CC(=O)Nc2ccc(N(C)C)cc2)CC1,3,-4%,nt,0%,0%,2%,-18%,-1%,-4%,1%
O=C(c1cc(N2C(=O)C3C4CCC(C4)C3C2=O)ccc1Cl)N1CCCCCC1 (centres undefined),-12,-2%,2%,-2%,nt,2%,0%,-2%,9%,-4%
Nc1c(C(=O)CSc2ncccn2)c(=O)[nH]c(=O)n1C1CC1,-7,-6%,nt,-1%,nt,8%,23%,-1%,nt,nt
Cc1c(C#N)c(N=CN(C)C)c(C(=O)c2ccccc2)n1-c1ccccc1,-2,9%,-1%,4%,0%,-3%,-10%,0%,-7%,18%
Cc1ccc(-n2[nH]c(C)c(C=Nc3ccc(S(=O)(=O)N4CCOCC4)cc3)c2=O)c(C)c1,3,1%,4%[46.1 µM],0%,-7%,nt,nt,nt,-2%,8%
CC(/C=N/NC(=O)c1cc(C(C)(C)C)[nH]n1)=C\c1ccccc1,-4,-2%,0%,-3%,2%,19%,-27%,-7%,9%,9%
Cn1nnnc1SCC(=O)Nc1ccc(N2CCOCC2)cc1,13,-13%,0%,0%,-13%,0%,-10%,-17%,-19%,-15%
CCn1cc(C(=O)O)c(=O)c2cc(F)c(N3CCN(S(=O)(=O)c4ccc(NC(C)=O)cc4)CC3)cc21,6,3%,4%[46.1 µM],-5%,-2%,-14%,-5%,-2%,6%,8%
COc1cc(OC)nc(-n2ncc(OC)c(Br)c2=O)n1,-5,2%,-3%[46.1 µM],-15%,15%[11.5 µM],10%,3%,-5%,-1%,-3%
Cc1ccc(-c2nnc(SCC(=O)NC(=O)Nc3ccc(C)cc3C)n2N)cc1,0,-1%,-1%[46.1 µM],-10%,-5%,5%,-3%,0%,4%,0%
COC(=O)C1=C(C)NC(=O)NC1c1cc(Cl)ccc1OC (centres undefined),-5,-7%,-1%,-2%,3%,6%,23%,-9%,3%,-3%
COC(=O)C1=C(C)N(CCc2cc(OC)c(OC)c(OC)c2)C(=O)N[C@H]1c1ccccc1,nt,nt,-7%,nt,nt,5%,-10%,nt,nt,-3%[11.7 µM]
COc1ccccc1CN(C)C(=O)CNC(=O)c1cccc(Cl)c1,0,-7%,-133%,-3%,0%,-2%,-22%,0%,8%,3%
C[C@H](NC(=O)[C@@H]1Cc2ccccc2CN1C(=O)OC(C)(C)C)C(=O)NCc1ccco1,7,3%,-2%,-1%,-1%,3%,-18%,-4%,-3%,nt
S=C(NCc1cccs1)Nc1cccc(Cl)c1Cl,-11,6%,0%[46.1 µM],2%,-14%,0%,0%,0%,-1%,?
COc1ccc(NC(=O)Cn2c(=O)n(CC3CCCO3)c(=O)c3cc(OC)c(OC)cc32)cc1OC (centres undefined),13,2%,12%,0%,2%,-8%,-2%,-1%,3%,-12%
CCn1c(=O)cc(SCC(=O)NCCN2CCN(Cc3ccccc3)CC2)c2ccccc21,3,9%,nt,3%,-13%,0%,-5%,-5%,2%,-16%
O=C(c1cccs1)N1N=C(c2ccccc2)CC1c1ccccc1O (centres undefined),4,9%,nt,7%,3%,-2%,10%,1%,13%,18µM*
CCN(CC)CCCN1C(=O)C(O)=C(C(=O)c2cc3ccccc3o2)C1c1ccccn1 (centres undefined),43,-3%,-6%,-1%,90%[activator],-1%,-12%,-4%,17%,-1%
CC(C)CCC(C)NC(=O)CN1C(=O)NC(C)(c2ccc3ccccc3c2)C1=O (centres undefined),-13,12%,-5%,1%,7%,-1%,0%,-4%,27%,nt
COc1cccc(CNC(=O)COC(=O)c2ccc(C(=O)c3ccccc3)cc2)c1,13,1%,-4%,2%,nt,-1%,10%,-1%,nt,nt
O=C1/C(=C\c2ccccc2)CCc2c1[nH]c1ccccc21,-9,-4%,5%,9%,4%,-7%,7%,-1%,15%,16%
O=C(NCCc1ccco1)C(=O)NCC1OCCCN1S(=O)(=O)c1ccc(F)cc1 (centres undefined),8,21%,-1%,7%,-4%,5%,5%,-1%,-13%,nt
COc1cc(NC(=O)COC(=O)/C=C/c2ccc(O)c(OC)c2)cc(OC)c1,-7,19%,5%,4%,-4%,32%[activator],-20%,-3%,-4%,?
CCOC(=O)Cn1c(C)cc(=O)c2cccc(C)c21,-9,-7%,6%,1%,-8%,4%,22%,1%,2%,-9%
Cc1c(C(=O)NCc2ccccc2)oc2ccc(S(=O)(=O)N3CCCC3)cc12,-12,3%,0%,-5%,-6%,-6%,7%,-2%,-2%,0%[11.7 µM]

# Part of the list above in order of heavy-atom count, largest number first.
SMILES,TSHR antagonist,A-T KAP1 phos,TCR activator,Mito fusion act,MBNL1 CUG block,S-ASM inh,Integrin act MD,PTAP TSG101 blk,CXXC DNA block,Menin-MLL TR inh
Cc1ccccc1C(=O)NC1CCN(CC(=O)Nc2ccc(N(C)C)cc2)CC1,3,-4%,nt,0%,0%,2%,-18%,-1%,-4%,1%
COc1cc(NC(=O)COC(=O)/C=C/c2ccc(O)c(OC)c2)cc(OC)c1,-7,19%,5%,4%,-4%,32%[activator],-20%,-3%,-4%,?
CC(/C=N/NC(=O)c1cc(C(C)(C)C)[nH]n1)=C\c1ccccc1,-4,-2%,0%,-3%,2%,19%,-27%,-7%,9%,9%

# New compounds follow.
SMILES,TSHR antagonist,A-T KAP1 phos,TCR activator,Mito fusion act,MBNL1 CUG block,S-ASM inh,Integrin act MD,PTAP TSG101 blk,CXXC DNA block,Menin-MLL TR inh
CCN(C(=O)COC(=O)CNC(=O)c1cccc(C)c1)c1c(N)n(Cc2ccccc2)c(=O)[nH]c1=O,-9,10%,-9%,-3%,nt,-3%,2%,-1%,nt,nt
Cc1cccc(NC(=O)CCN2C(=O)C3C4CCC(C4)C3C2=O)c1C (centres undefined),13,-7%,-14%,-2%,-7%,7%,9%,-8%,3%,0%
CCCCC(CC)C(=O)Nc1cc(C(=O)NCc2ccc(C)cc2)ccc1N1CCC2(CC1)CC(c1ccccc1)=NO2 (centres undefined),-8,-5%,1%,-1%,-1%,3%,18%,1%,0%,-10%
CCC(C)(C)NC(=O)C(c1ccc(F)cc1)N(Cc1ccco1)C(=O)c1cnccn1 (centres undefined),7,-4%,nt,3%,0%,2%,-13%,-9%,14%,1%
OCCNC(=S)Nc1ccc2nsnc2c1,-2,2%,15%,1%,?,5%,-21%,-7%,-1%,-16%
O=C(CCc1ccccc1)NNC(=O)COc1ccccc1,8,-2%,6%,1%,1%,0%,-5%,-4%,4%,-15%
